# Rab7 wt GTP bind – modulators of GTP binding to Rab7, primary screen, biochemical, wildtype, multiplex bead flow cytometry; GTP binding activity (percent of control), % at 10 µM; GST-Rab7 beads, fluorescent GTP binding; actives lie on both sides; untreated = 100%, excess cold GTP = 0%; AID 758, 2007; actives 0.055% (n = 190,000); Rab7 GTPase wild type (dog), Bodipy-FL-GTP binding;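 active means fluorescent GTP binding to Rab7 beads changed by at least 20 points from the 100% baseline, either direction, mostly lower; inconclusive means compound itself probably fluorescent, or too few beads counted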;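 further: median green fluorescence of bound Bodipy-FL-GTP per Rab7 bead population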
# Rac1 act GTP bind – GTP binding modulators of activated mutant Rac1, primary screen, biochemical, bead-based flow cytometry, multiplex, fluorescent GTP; Ras-related C3 botulinum toxin substrate 1 (Homo sapiens), P63000; percent activity (GTP binding), % at 10 µM; GST-Rac1 activated beads; actives lie on both sides; 100% means binding = to untreated wells; actives 0.11% (n = 190,000);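 active means GTP binding at least 20 percentage points away from the 100% baseline, in either direction, so actives lie on both sides; inconclusive means Compound likely fluorescent itself, or too few beads counted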
# Mcl-1 Bim block – inhibitors of Bim peptide binding to Mcl-1, primary screen, biochemical, bead-based flow cytometry, multiplex | Bim peptide-Mcl-1 binding | inhibition, % at 10 µM | actives 0.1% (n = 190,000) | AID 1009, 2008; in the data active means inhibition above about 40%;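 further: 0% = no compound tracer wells and 100% = peptide blocker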
# Target sequence (Q07820 whole entry, looked up): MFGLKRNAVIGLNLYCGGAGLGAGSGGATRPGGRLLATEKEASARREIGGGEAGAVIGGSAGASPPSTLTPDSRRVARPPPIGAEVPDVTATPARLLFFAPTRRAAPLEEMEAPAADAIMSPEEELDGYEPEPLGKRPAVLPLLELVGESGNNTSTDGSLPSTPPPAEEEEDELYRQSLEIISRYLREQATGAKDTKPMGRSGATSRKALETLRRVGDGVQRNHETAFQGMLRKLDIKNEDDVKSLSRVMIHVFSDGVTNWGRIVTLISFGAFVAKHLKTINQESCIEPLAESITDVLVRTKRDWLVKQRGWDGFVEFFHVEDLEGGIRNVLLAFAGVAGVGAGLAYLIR
# Rac1 wt GTP bind – wildtype Rac1 GTP binding modulators, primary screen, biochemical, GST-Rac1 beads, flow cytometry, multiplex; Ras-related C3 botulinum toxin substrate 1 (Homo sapiens), P63000; fluorescent GTP binding; actives lie on both sides; 0 = cold GTP competed, 100 = untreated; actives 0.27% (n = 190,000); GTP binding activity (% of control), % at 10 µM;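 active means GTP binding activity at least 20 points away from the 100% control level, either lower or higher; inconclusive means compound flagged as likely green fluorescent, judged across all proteins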
# Rab2A wt mod – modulators of GTP binding to Rab2A wildtype, primary screen, biochemical, dog, bead-based flow cytometry, multiplex | AID 760, 2007 | GST-Rab2 wt beads, Bodipy-GTP binding | actives 0.19% (n = 190,000) | GTP binding activity, % at 10 µM | Ras-related protein Rab-2A (Canis lupus familiaris), P61105;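 active means GTP binding activity at least 20 points away from 100%, either lowered or raised; inconclusive means signal likely due to the compound's own green fluorescence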;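 further: 0% = beads with excess unlabeled GTP and 100% = no-compound control corrected for plate trend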
# Mcl1-Noxa inh – Mcl-1/Noxa binding inhibitors, primary screen, biochemical, TR-FRET, 1536-well; Induced myeloid leukemia cell differentiation protein Mcl-1 (Homo sapiens), Q07820; TR-FRET Mcl-1/Noxa peptide binding, 2 h; inhibition, % at 21.7 µM; actives 1.5% (n = 220,000); AID 1022, 2008;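 active means compounds that cut the protein-peptide binding signal by more than 50% relative to plate controls in a single-dose test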;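 further: His-tagged Mcl-1 with rhodamine Noxa BH3 peptide and terbium anti-His antibody; 0% = Mcl-1 plus Noxa peptide wells and 100% = peptide-only wells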
# Cdc42 wt – modulators of GTP binding to wildtype Cdc42, primary screen, biochemical, multiplex bead flow cytometry, Bodipy-GTP; GST-Cdc42 beads; actives lie on both sides; Cell division control protein 42 homolog (Homo sapiens), P60953; percent activity (GTP binding), % at 10 µM; actives 0.2% (n = 190,000);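 active means percent activity GTP binding at least 20 points away from the 100% baseline, either down as inhibitor or up as activator; inconclusive means compound flagged as likely green fluorescent from well-wide comparison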;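 further: median bead fluorescence of bound Bodipy-FL-GTP at 100 nM; 0% = excess unlabeled GTP control and 100% = no compound control; below 100% means less GTP binding so inhibitor and above means activator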
# Target sequence (P60953 whole entry, looked up): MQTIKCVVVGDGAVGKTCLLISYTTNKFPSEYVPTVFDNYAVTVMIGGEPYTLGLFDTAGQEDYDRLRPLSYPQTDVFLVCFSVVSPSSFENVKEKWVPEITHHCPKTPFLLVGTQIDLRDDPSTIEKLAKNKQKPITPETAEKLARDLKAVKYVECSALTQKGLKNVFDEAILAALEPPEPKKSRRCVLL
# Pf gamet viab – late stage P. falciparum gametocyte viability inhibitors, primary screen, ATP luminescence, HTS. P. falciparum stage V gametocytes, 24 h. inhibition, % at 10.9 µM. actives 0.065% (n = 150,000);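 active means inhibition above the mean plus 3 SD of compounds within the control limits, set per campaign, cut at about 38% in these data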;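 further: 0% = DMSO wells and 100% = medium only without gametocytes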
# Avidin fluor – green autofluorescence of compounds with avidin beads – biophysical, 488/530 nm, flow cytometry, artefact control, profiling panel | compound fluorescence 488/530 nm; active compounds read high | fluorescence (KMESF) at 10 µM | actives 0.38% (n = 220,000); in the data active means fluorescence above about 47; further: inactives centre near 10
# HRas wt GTP – modulators of GTP binding to HRas wildtype, primary screen, biochemical, bead-based flow cytometry, multiplex; GTP binding activity, % at 10 µM; AID 759, 2007; GST-Ras wt beads, Bodipy-FL-GTP binding; actives lie on both sides; actives 0.14% (n = 190,000); GTPase HRas (Homo sapiens), P01112;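 active means GTP binding activity at least 20% away from the 100% baseline, either lowered as inhibitor or raised as activator; inconclusive means flagged as likely green fluorescent, judged across all proteins in the well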;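 further: 0% = unlabeled GTP competition control and 100% = no-compound control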
# Target sequence (P01112 whole entry, looked up): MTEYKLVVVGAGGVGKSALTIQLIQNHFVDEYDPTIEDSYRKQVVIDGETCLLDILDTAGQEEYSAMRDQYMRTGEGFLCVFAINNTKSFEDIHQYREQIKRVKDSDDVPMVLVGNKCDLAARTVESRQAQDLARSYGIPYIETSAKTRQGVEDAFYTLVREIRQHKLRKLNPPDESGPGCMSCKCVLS
# Mcl1 Bid PPI – Mcl-1/Bid binding inhibitors, primary screen, biochemical, TR-FRET, 1536-well. Induced myeloid leukemia cell differentiation protein Mcl-1 (Homo sapiens), Q07820. TR-FRET Mcl-1/Bid-Dy647 peptide binding. inhibition, % at 21.7 µM. actives 0.97% (n = 220,000). AID 1021, 2008;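 active means compounds that cut the binding signal by more than half at the single screening dose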;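 further: His-tagged Mcl-1 with europium anti-His antibody binding Bid BH3 peptide; 0% = Mcl-1 plus peptide wells and 100% = peptide-only wells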
# Numbers without * were called inactive; ? = inconclusive; . = not tested or not shown. Hits appear at their usual frequency (roughly 2.7% active in at least one column).
structure	Rac1 act GTP bind	Mcl1 Bid PPI	Rac1 wt GTP bind	Pf gamet viab	Avidin fluor	Cdc42 wt	HRas wt GTP	Mcl1-Noxa inh	Rab7 wt GTP bind	Mcl-1 Bim block	Rab2A wt mod
COc1ccc(CCNC(=S)Nc2ccc(C)cc2C)cc1	100	-52	106	-43	16	100	101	14	99	-3	101
Cc1ccc(OCCn2nc3ccccc3n2)c(C)c1	97	-13	103	-10	154*	103	101	-6	99	-1	96
CC1CC(C)CN(CCC(=O)Nc2ccc3c(c2)CCC3)C1 (centres undefined)	95	-5	100	11	11	99	98	17	107	2	102
Cc1c(C(=O)Nc2ccc(F)c(F)c2)oc2ccc(S(=O)(=O)N3CCCCC3)cc12	91	-26	89	.	11	92	94	.	94	-7	92
O=C(CSc1ccc(Cl)cc1)N1CCOCC1	102	-2	103	.	12	107	105	-10	103	0	105
Cc1ccc(/C=N/N2CCN(c3ccccn3)CC2)cc1	98	-40	98	-7	14	98	99	7	98	-3	96
C=CCO/N=C(/C)c1ccc(Oc2cnccn2)cc1	92	-20	96	10	11	97	97	-3	97	-1	94
COC(=O)Cc1c(C)nc2nc(-c3cccnc3)[nH]n2c1=O	97	-7	100	-16	9	99	99	-2	100	0	97
O=C(Cn1cccc1)Nc1ccc(F)cc1F	98	-30	103	6	9	100	99	12	103	2	100
Cc1ccc(C(=O)Cn2c(NCCO)nc3ccccc32)cc1	105	-9	105	-1	7	108	108	-8	108	0	106
CCOC(=O)c1c(NC(=O)/C=C/C(=O)O)sc(C)c1-c1ccc(C)c(C)c1	89	-6	91	14	10	94	91	16	94	-2	93
O=C(CSc1nnc(-c2cccnc2)o1)Nc1ccc(Cl)cc1	96	-1	97	-16	14	96	93	-13	96	0	97
Cc1c(C(=O)NCC2CCCO2)oc2ccc3c(c12)C(=O)CC(C)(C)O3 (centres undefined)	101	0	104	.	10	105	104	-3	100	0	103
O=C1c2cccc3cccc(c23)C(=O)N1c1ccc2ncccc2c1	98	8	105	.	4	105	100	-13	99	6	99
O=C(CSc1nc2nn(-c3ccccc3)c(=O)c-2c2n1CCCCC2)NCCc1ccccc1	92	-12	98	20	28	95	98	55*	101	0	98
Cc1ccc(Nc2nc(C(=O)N3CCC(C(=O)NCCN4CCOCC4)CC3)cs2)cc1	98	-12	99	-37	19	100	100	5	98	0	99
COC(=O)c1c(NC(=O)C2CC=CCC2C(=O)O)sc(C)c1C (centres undefined)	90	-38	98	.	12	97	95	-13	91	0	95
O=C(Nc1ccc(S(=O)(=O)NCc2cccnc2)cc1)c1ccccc1Cl	102	-17	104	14	13	101	101	3	102	1	102
CCn1ccc(C(=O)N2CCOCC2)n1	93	-9	106	-14	11	103	102	6	110	2	102
O=C(Nc1ccc(-n2cnnn2)cc1)C(c1ccccc1)c1ccccc1	96	-17	102	4	11	107	100	18	103	0	101
CC1CN(S(=O)(=O)N(C)C)CCN1S(=O)(=O)N(C)C (centres undefined)	98	-4	104	.	13	102	100	14	104	-6	101
CCNC(=O)NNC(=O)C1CC(c2cccs2)=NO1 (centres undefined)	95	1	101	1	7	95	98	-4	96	-3	96
CO/N=C/CC(=O)c1cnc(-c2ccccc2)s1	95	-4	96	12	10	97	93	11	91	0	95
CC(=O)c1cccc(NC(=O)COc2ccccc2)c1	97	-8	96	-3	6	97	99	12	98	-4	97
COc1cccc(NC(=O)Nc2cnccn2)c1	97	-51	97	-2	6	98	101	47	105	-5	101
CC(C)(C)C(=O)NC(=S)Nc1ccc(Cl)c(C(=O)O)c1	92	-6	97	-5	11	92	94	3	92	-4	91
COc1cccc(CNC(=O)CCC2CCCN(C(=O)c3csc(C(C)C)n3)C2)c1 (centres undefined)	95	-14	100	.	2	99	97	7	95	-12	95
CNc1nc(Nc2ccc(C(C)=O)cc2)nc(OC(C(F)(F)F)C(F)(F)F)n1	95	-5	94	-21	8	96	95	-42	94	-2	93
O=C(CNC(=O)C(c1ccccc1)c1ccccc1)OCC(=O)c1cccs1	103	-11	106	.	14	103	106	11	102	-2	102
CCCCNC(=O)CSc1nccn1Cc1ccccc1	93	-8	93	7	10	95	94	6	94	-3	92
CN(C)CCNC(=O)c1cccc(S(=O)(=O)Nc2ccc(F)cc2)c1	98	-5	96	-30	9	106	100	12	96	0	100
Cc1cccc(-n2c(Cc3ccccc3)n[nH]c2=S)c1	?	-35	?	20	9	?	?	1	?	-3	?
Cc1[nH]c(=O)c(C(=O)c2ccccc2O)cc1C(=O)O	95	-23	99	9	9	97	96	6	94	4	95
CCOc1ccc2c(c1)C(C)=CC(C)(C)N2C(=O)Nc1ccccc1F	100	-70	103	10	13	99	100	26	95	-6	97
Cc1csc(NC(=O)CSc2ccc3nnc(CCNS(=O)(=O)c4ccccc4)n3n2)n1	101	-8	101	6	2	103	99	4	102	-4	101
OC(COc1ccccc1)CN1CCOCC1 (centres undefined)	98	-10	107	19	5	103	103	-11	101	0	101
CN=C(Nc1ccc(C(=O)OC)cc1)SC1CC(=O)N(c2ccccc2F)C1=O (centres undefined)	98	5	102	-56	9	98	98	2	101	-2	100
O=C(COC(=O)c1ccccc1Nc1ccccc1)Nc1ccccc1	100	-21	105	.	12	102	98	9	95	-1	98
CC1(C(=O)NC2CCCC2)CCC(=O)N1CCC1=CCCCC1 (centres undefined)	94	-7	96	-15	12	102	100	9	100	-4	97
Cc1cc(=O)[nH]c(SCC(=O)Nc2nnc(CC(C)C)s2)n1	98	-7	105	-4	14	101	100	-13	102	-1	100
CCC(C)NC(=O)COC(=O)c1ccc(Cl)cc1O (centres undefined)	96	-4	99	5	12	97	95	-5	97	-1	97
O=C(O)c1ccc(N/N=C/c2ccc3ncccc3c2)cc1	98	-26	98	-24	8	97	96	5	99	0	98
O=C(OC(C(=O)NCC1CCCO1)c1ccc(F)cc1)c1cccs1 (centres undefined)	101	-20	106	.	6	104	101	1	97	-1	101
O=C(/C=C/c1ccccc1)NC(=S)NNC(=O)c1ccco1	95	-58	100	.	36	98	101	-50	102	0	101
COc1ccc(CNC(=O)COC(=O)c2cnccn2)cc1	101	-10	104	-12	37	102	102	22	101	-1	101
CN(C)C(=O)CSc1nc(-c2ccccc2)nc2c1CCCC2	101	-5	109	.	5	104	103	2	104	1	101
O=C(NCc1cccnc1)Nc1ccc(F)cc1F	101	-6	103	.	13	102	99	2	97	0	102
COc1ccc(S(=O)(=O)N2CCC(C(=O)c3ccc4c(c3)OCCO4)CC2)cc1	94	4	103	15	34	101	96	10	95	-3	95
O=C(Nc1ccc(N2CCOCC2)cc1)c1cccnc1	99	-19	106	.	7	102	102	13	101	-4	97
Cc1ccc(S(=O)(=O)Cc2cc(-c3ccc(Cl)cc3)no2)cc1	93	-6	99	-10	6	97	96	6	97	0	94

# Continued:
structure	Rac1 act GTP bind	Mcl1 Bid PPI	Rac1 wt GTP bind	Pf gamet viab	Avidin fluor	Cdc42 wt	HRas wt GTP	Mcl1-Noxa inh	Rab7 wt GTP bind	Mcl-1 Bim block	Rab2A wt mod
Cc1nc(NC(=O)c2ccccc2)sc1-c1csc(NCc2ccccc2)n1	97	-32	101	-1	7	103	99	14	96	1	98
COC(=O)Cn1c(=NC(=O)c2nc3ccccc3s2)sc2cc(S(N)(=O)=O)ccc21	99	7	100	.	10	96	98	23	99	-3	98
CC(=O)c1cc(F)c(N2CCN(C(=O)C(C)(C)C)CC2)cc1C	99	-7	102	.	16	102	103	4	103	0	104
O=C1CC(N2CCN(c3ccccc3Cl)CC2)C(=O)N1c1cccc(F)c1 (centres undefined)	99	-10	105	-21	15	100	102	0	100	-1	101
CCN(CC)CCN(C(=O)c1cccc(N2C(=O)CCC2=O)c1)c1nc2cc3c(cc2s1)OCO3	97	-16	100	-9	9	103	98	19	96	7	100
C=CCn1cccc(C(=O)Nc2ccc(OCC)cc2)c1=O	98	3	98	20	21	98	97	12	97	5	97
CCC(C)C(NC(=O)OC(C)(C)C)C(=O)NCc1ccco1 (centres undefined)	95	0	92	-32	12	95	96	-3	94	0	94
COc1cc(CN(C)C)cc(C=O)c1O	94	-51	98	.	12	98	96	-4	96	-11	96
O=C(/C=C/c1ccccc1)NC(=S)Nc1cccnc1	100	-33	102	.	13	103	100	3	99	-1	100
O=C(NCc1cccs1)c1ccncc1	100	-1	105	-12	9	104	104	14	100	0	102
O=C(NCc1ccccc1)C(c1ccncc1)N(C(=O)c1csnn1)C1CC1 (centres undefined)	101	10	108	13	14	101	100	6	102	-2	102
Cc1ccc(C(=O)Cn2nnc3c(sc4nc5c(c(-c6ccccc6)c43)CCC5)c2=O)cc1	96	-22	100	.	17	100	99	-6	95	1	97
CCCN(CCC)C(=O)C1c2ccccc2Oc2ccccc21	102	-10	105	.	7	106	101	-16	99	1	98
C=CCNc1nc2c(c(=O)n(C)c(=O)n2C)n1Cc1ccc(F)cc1	98	-20	106	.	25	99	99	7	99	-4	101
O=C(CNC(=S)N(CCCN1CCOCC1)Cc1cccs1)NCCN1CCOCC1	?	-47	?	15	10	?	?	15	?	-2	?
CCCn1c(NC(=O)C23CC4CC(CC(O)(C4)C2)C3)nc2ccccc21	95	-9	92	3	23	93	93	-11	89	0	94
O=C1c2cccnc2C(Nc2ccc(S(=O)(=O)N3CCCCC3)cc2)N1Cc1ccccc1 (centres undefined)	99	9	108	-29	15	103	102	8	101	2	100

# Screens from PubChem.
